sEH activator – increases human soluble epoxide hydrolase activity | activation, % at 2 µM | purified human sEH enzymatic activity, activator screen | 91,000 tested, 0.04% active | P34913; in the data active = activation above about 37%; also: values of inactives mirror those of a sister screen read the other way
Target sequence (P34913 whole entry, looked up): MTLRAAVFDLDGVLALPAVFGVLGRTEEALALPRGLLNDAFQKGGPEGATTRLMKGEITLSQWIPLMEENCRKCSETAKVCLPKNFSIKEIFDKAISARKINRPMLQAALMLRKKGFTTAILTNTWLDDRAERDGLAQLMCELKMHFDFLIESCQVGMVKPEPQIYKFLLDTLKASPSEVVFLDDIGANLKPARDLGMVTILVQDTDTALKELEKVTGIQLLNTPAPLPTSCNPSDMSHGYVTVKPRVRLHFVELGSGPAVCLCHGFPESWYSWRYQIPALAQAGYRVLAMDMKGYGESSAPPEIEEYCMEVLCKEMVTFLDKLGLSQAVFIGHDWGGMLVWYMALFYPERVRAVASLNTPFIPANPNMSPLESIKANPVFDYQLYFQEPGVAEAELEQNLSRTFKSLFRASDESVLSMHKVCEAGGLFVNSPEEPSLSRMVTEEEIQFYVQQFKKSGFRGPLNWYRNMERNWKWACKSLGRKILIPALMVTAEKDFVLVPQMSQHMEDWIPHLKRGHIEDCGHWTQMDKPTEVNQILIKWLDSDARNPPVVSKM
Fibroblast inh – blocks proliferation of human lung fibroblasts. LL 47 human lung fibroblast viability, ATP luminescence; stronger effect = lower value. viability, % at 10 µM. 85,000 tested, 1.1% active. AID 719;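 active = viability at or below 50% in the single dose screen; inactive = viability above 50%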;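 also: compound exposure lasted 72 h before the ATP readout; 100% = median luminescence of untreated cell-only wells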
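Material: human LL 47 lung fibroblast cells; quantity: 1,150 cells/well; medium: IMEM plus 15% FBS; doses: 0.1% DMSO in all compound wells; timing: overnight attachment after seeding, then 72 h compound exposure at 37 °C; detection: CellTiter-Glo luminescence; measure: % viability of median cell-only signal; controls: cell-only wells, no compound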
H69AR growth 86K – growth inhibitors of human H69AR lung tumor cells | viability, % at 10 µM | H69AR lung tumor viability, ATP luminescence, 72 h; stronger effect = lower value | 85,000 tested, 6% active | AID 598;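 active = viability at or below 40%; inactive = viability above 40%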;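 also: multidrug resistant small cell line overexpressing MRP-1 efflux transporter; 100% = mean luminescence of untreated control wells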
Candida biofilm – kills Candida albicans biofilms | C. albicans biofilm + clotrimazole, Alamar Blue | inhibition, % at 6 µM | 85,000 tested, 0.14% active;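 active = inhibition above 20%; inactive = inhibition below 20%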;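 also: preformed 24 hr biofilms exposed to compound for 48 hr; 0% = biofilm without compound and 100% = blank killed by clotrimazole plus chlorhexidine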
Smad3 inh – blocks human Smad3 binding to FoxH1 peptide. P84022. TR-FRET Smad3/Dy647-FoxH1 peptide binding, europium anti-His. inhibition, % at 25 µM. 88,000 tested, 0.29% active;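 active = compounds that reduce the energy-transfer binding signal between the protein and its labelled peptide by more than half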;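 also: 0% = Smad3 plus labelled peptide maximal FRET and 100% = peptide-only background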
Target sequence (P84022 whole entry, looked up): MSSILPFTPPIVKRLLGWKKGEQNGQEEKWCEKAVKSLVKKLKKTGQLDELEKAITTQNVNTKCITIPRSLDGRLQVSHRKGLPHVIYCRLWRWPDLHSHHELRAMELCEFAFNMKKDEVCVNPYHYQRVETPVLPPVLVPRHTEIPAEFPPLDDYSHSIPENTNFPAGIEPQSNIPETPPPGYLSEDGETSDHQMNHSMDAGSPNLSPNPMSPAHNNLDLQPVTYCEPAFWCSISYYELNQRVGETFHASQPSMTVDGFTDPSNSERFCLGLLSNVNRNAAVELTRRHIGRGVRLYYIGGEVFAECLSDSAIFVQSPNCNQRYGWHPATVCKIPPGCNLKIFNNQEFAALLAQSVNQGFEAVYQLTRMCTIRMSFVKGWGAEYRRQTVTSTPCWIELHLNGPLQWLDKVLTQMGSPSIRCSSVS
ERa coact pot – ER-alpha (human) coactivator binding potentiation; P03372; TR-FRET ERalpha-LBD/SRC-Cy5 coactivator binding, 2 h; 100 = basal binding, no effect; coactivator binding (% of control), % at 25.6 µM; 86,000 tested, 1.3% active; in the data active = activity above about 200%;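 also: binding measured in presence of low estradiol as agonist stimulus; 0% = peptide alone without receptor and 100% = receptor with peptide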
ERa SRC1 inh – ER-alpha (human) coactivator binding inhibition; P03372; TR-FRET ER-alpha LBD / SRC-1 peptide, estradiol-bound; inhibition, % at 25.6 µM; 86,000 tested, 1.7% active; in the data active = inhibition above about 50%;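 also: 0% = receptor plus peptide control and 100% = peptide only without receptor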
HUVEC prolif 384 – blocks proliferation of human endothelial cells; HUVEC proliferation, CellTiter-Glo luminescence, 72 h; stronger effect = lower value; viability, % at 10 µM (by protocol); 86,000 tested, 1.1% active;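 active = viability at or below 30%; inactive = viability above 30%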;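 also: 100% = median luminescence of DMSO-only cell control wells on each plate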
ERb SRC1 inh – ER-beta (human) coactivator binding inhibition; Q92731; TR-FRET ER-beta LBD / SRC1-Cy5 peptide binding; receptor agonist-loaded with 1 µM estradiol; inhibition, % at 25.6 µM; 86,000 tested, 1.3% active; AID 633;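 active = compounds whose percent inhibition of the receptor-coactivator binding signal exceeds about 50% in the single-dose screen, limit read from the data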;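 also: 0% = receptor plus peptide wells without compound and 100% = peptide-only wells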
Starred values were filed as active, the others as inactive; . = no result given; [ ] = another dose, or the depositor's remark. These rows are one share of the data. The share of hits here may be higher or lower than overall.

SMILES | sEH activator | Fibroblast inh | H69AR growth 86K | Candida biofilm | Smad3 inh | ERa coact pot | ERa SRC1 inh | HUVEC prolif 384 | ERb SRC1 inh
CSc1nc2sc3c(c2c2nnnn12)CCC3 | . | 99 | 97 | 11 | 2 | 106 | 20 | 94 | 22
CCOC(=O)C1=C(C)N(C)C(=O)NC1c1cc2c(cc1Br)OCO2 (stereo not drawn) | 6 | 98 | 94 | 4 | 4 | 116 | -11 | 96 | 3
COc1cc(C2C(C#N)=C(N)Oc3cc(O)ccc32)cc(OC)c1OC (stereo not drawn) | -1 | 47* | 27* | 4 | -34 | 111[fluorescence artefact?] | 11 | 54 | -10
CCOc1cc(C)nc(Oc2ccc(=O)[nH]n2)n1 | 2 | 99 | 77 | 4 | 6 | 94 | -1 | 101 | -3
CCOC(=O)c1sc(NC(=O)CSc2nnc(-c3ccco3)n2CC)c(C(=O)OCC)c1C | 2 | 93 | 53 | . | -2 | 157[fluorescence artefact?] | 36 | 90 | 27
CCn1c(Cc2ccccc2)nnc1SCC(=O)Nc1nc(C)cs1 | 2 | 101 | 73 | 3 | -4 | 96 | 27 | 91 | 10
O=C(c1ccc2c(c1)OCCO2)N(c1ccccn1)C1CCCCC1 | -12 | 106 | 87 | -6 | 1 | 114 | -3 | 100 | 0
CCOC(=O)c1ccc(NC(=O)c2cc3ccccc3o2)cc1 | . | 97 | 105 | 6 | 3 | 109 | -27 | 108 | -21[fluorescence artefact?]
Cc1ccc2c(c1)c(=O)c1c3n2CCN(C(=O)CCl)C3CC1 (stereo not drawn) | 13 | 2.0* | 1.5* | 3 | 9 | 29[fluorescence artefact?] | 83*[fluorescence artefact?] | 8.9* | 72*
Cc1cc(C)nc(SCc2nnc(SCC(=O)Nc3nc(-c4ccccc4)cs3)n2C)n1 | -9 | 101 | 48 | 1 | -2 | 92[fluorescence artefact?] | -9[fluorescence artefact?] | 92 | 11[fluorescence artefact?]
N#C/C(=N\Nc1ccccc1)C(=N)N1CCCCC1 | 0 | 109 | 97 | 5 | 4 | 112 | -1[fluorescence artefact?] | 103 | 0
CCN(C(=O)Cn1c(=O)n(Cc2ccccc2)c(=O)c2ccccc21)c1cccc(C)c1 | -6 | 91 | 102 | -3 | 9 | 92 | -4 | 79 | 5
COc1ccc(-c2noc(C3CCCN(S(=O)(=O)c4cccc(Cl)c4C)C3)n2)cc1OC (stereo not drawn) | -5 | 113 | 80 | -3 | 1 | 105 | 2[fluorescence artefact?] | 102 | 3
O=C(Nc1ccc(-c2nc3ccccc3o2)cc1)c1ccc2c(c1)OCO2 | -9 | 106 | 42 | 7 | 12 | 185[fluorescence artefact?] | 57*[fluorescence artefact?] | 82 | 44[fluorescence artefact?]
CN(C)CCNCc1ccc(OC2CCCC2)cc1 | 9 | 88 | 93 | 8 | 22[fluorescence artefact?] | 111 | -2 | 89 | -17
COc1ccc(-c2nc3ccccc3s2)cc1O | 12 | 94 | 45 | 4 | 4 | 100 | -46[fluorescence artefact?] | 82 | 2
CCOc1ccc(-c2noc(CCC(=O)NC)n2)cc1OCC | . | 98 | 92 | 10 | 3 | 119 | 4 | 89 | -6
CCOC(=O)C1=C(C)N(C2CCCCC2)C(=O)C1 | . | 102 | 88 | -5 | -4 | 116 | 2 | 100 | -7
CNC(=O)CN(C1CCCCC1)S(=O)(=O)c1ccc(F)cc1 | 11 | 96 | 101 | 6 | 0 | 99 | -32 | 107 | -15[fluorescence artefact?]
COc1c(Cl)cc(Cl)cc1C(=O)n1nc(C)cc1C | 4 | 96 | 90 | 7 | 3 | 91 | -1 | 90 | 9
CCOc1cc(CNn2nnnc2N)ccc1OCC(=O)NC(C)(C)C | 0 | 98 | 93 | 4 | -7 | 108 | -17 | 95 | -11
CC1=NN(C(N)=S)C(=O)C1N=Nc1c(C)cc(C)cc1C (stereo not drawn) | 7 | 104 | 83 | 6 | 9 | 93 | 16 | 53 | -3
CCc1nnc(NC(=O)CSc2nccn2-c2cccc(C)c2)s1 | -5 | 97 | 88 | 3 | 0 | 110 | 5[fluorescence artefact?] | 105 | -2[fluorescence artefact?]
Cc1cc(C)nc(SCc2nnc(SCc3ccccc3Cl)o2)n1 | 3 | 96 | 88 | 12 | 7 | 84 | -2 | 92 | -1

An excerpt of these results, with two lines to a compound:
Order of results: sEH activator | Fibroblast inh | H69AR growth 86K | Candida biofilm | Smad3 inh | ERa coact pot | ERa SRC1 inh | HUVEC prolif 384 | ERb SRC1 inh
> CCN(C(=O)Cn1c(=O)n(Cc2ccccc2)c(=O)c2ccccc21)c1cccc(C)c1
    -6 | 91 | 102 | -3 | 9 | 92 | -4 | 79 | 5
> COc1ccc(-c2noc(C3CCCN(S(=O)(=O)c4cccc(Cl)c4C)C3)n2)cc1OC (stereo not drawn)
    -5 | 113 | 80 | -3 | 1 | 105 | 2[fluorescence artefact?] | 102 | 3
> O=C(Nc1ccc(-c2nc3ccccc3o2)cc1)c1ccc2c(c1)OCO2
    -9 | 106 | 42 | 7 | 12 | 185[fluorescence artefact?] | 57*[fluorescence artefact?] | 82 | 44[fluorescence artefact?]
> CN(C)CCNCc1ccc(OC2CCCC2)cc1
    9 | 88 | 93 | 8 | 22[fluorescence artefact?] | 111 | -2 | 89 | -17
> COc1ccc(-c2nc3ccccc3s2)cc1O
    12 | 94 | 45 | 4 | 4 | 100 | -46[fluorescence artefact?] | 82 | 2
> CCOc1ccc(-c2noc(CCC(=O)NC)n2)cc1OCC
    . | 98 | 92 | 10 | 3 | 119 | 4 | 89 | -6
> CCOC(=O)C1=C(C)N(C2CCCCC2)C(=O)C1
    . | 102 | 88 | -5 | -4 | 116 | 2 | 100 | -7
> CNC(=O)CN(C1CCCCC1)S(=O)(=O)c1ccc(F)cc1
    11 | 96 | 101 | 6 | 0 | 99 | -32 | 107 | -15[fluorescence artefact?]
> COc1c(Cl)cc(Cl)cc1C(=O)n1nc(C)cc1C
    4 | 96 | 90 | 7 | 3 | 91 | -1 | 90 | 9
> CCOc1cc(CNn2nnnc2N)ccc1OCC(=O)NC(C)(C)C
    0 | 98 | 93 | 4 | -7 | 108 | -17 | 95 | -11
> CC1=NN(C(N)=S)C(=O)C1N=Nc1c(C)cc(C)cc1C (stereo not drawn)
    7 | 104 | 83 | 6 | 9 | 93 | 16 | 53 | -3
> CCc1nnc(NC(=O)CSc2nccn2-c2cccc(C)c2)s1
    -5 | 97 | 88 | 3 | 0 | 110 | 5[fluorescence artefact?] | 105 | -2[fluorescence artefact?]
> Cc1cc(C)nc(SCc2nnc(SCc3ccccc3Cl)o2)n1
    3 | 96 | 88 | 12 | 7 | 84 | -2 | 92 | -1

Further records:
SMILES | sEH activator | Fibroblast inh | H69AR growth 86K | Candida biofilm | Smad3 inh | ERa coact pot | ERa SRC1 inh | HUVEC prolif 384 | ERb SRC1 inh
CCCCOP(=O)(c1ccc(N(C)C)cc1)C(O)c1ccccc1F (stereo not drawn) | -12 | 91 | 72 | 9 | -4 | 125 | -1 | 83 | -5
O=C(CSc1nc2ccccc2[nH]1)Nc1cc(C(F)(F)F)ccc1N1CCOCC1 | 6 | 97 | 31* | 0 | 5 | 84 | -7 | 96 | 0
CCCN1C(=O)c2cc(C(=O)NCc3cccs3)ccc2C1O (stereo not drawn) | -14 | 89 | 98 | 16 | -1 | 160[fluorescence artefact?] | -3[fluorescence artefact?] | 81 | -2
COc1ccccc1C(C)NC(=O)c1ccc(C)o1 (stereo not drawn) | 13 | 96 | 26* | 1 | -10 | 91[fluorescence artefact?] | 32 | 91 | 39
O=C(Nc1cccnc1)c1cnn2cccnc12 | -3 | 97 | 88 | 6 | 12 | 103 | -24 | 92 | -26
CC(CCc1ccco1)NC(=O)Cn1ncc2c(=O)oc3ccccc3c21 (stereo not drawn) | . | 97 | 106 | 15 | 0 | 100 | 5 | 93 | -1
CC(C)=C1C2CC2C2C(C(=O)O)C12 (stereo not drawn) | -5 | 106 | 96 | 4 | -12 | 104 | -1 | 106 | -7
Cc1ccc(S(=O)(=O)N2CCC(C(=O)NCCN3CCCCCC3)CC2)cc1 | -7 | 99 | 89 | 7 | 0 | 108 | 24 | 102 | 2
Cc1cn(CC2COC(C)(C)O2)c(=O)[nH]c1=O (stereo not drawn) | -2 | 108 | 109 | 0 | 1 | 109 | -11 | 102 | -1
O=c1[nH]nc(Cc2ccc(Cl)cc2Cl)c2ccccc12 | -4 | 97 | 94 | 6 | 11 | 113 | 5 | 95 | 11[fluorescence artefact?]
N#CCCN(CCC#N)C(=O)c1ccc(Cl)cc1 | 7 | 96 | 98 | 5 | -1 | 101 | 27 | 99 | 33
COc1cc(NC(=O)CSCc2cnn(-c3ccccc3)c2-n2cccc2)cc(OC)c1 | -5 | 89 | 68 | 6 | 0 | 101[fluorescence artefact?] | -8[fluorescence artefact?] | 75 | 3
N#Cc1ccc(NC(=O)c2cc3cc4c5c(c3oc2=N)CCCN5CCC4)cc1 | . | 54 | 42 | 10 | 11[fluorescence artefact?] | 71[fluorescence artefact?] | 64* | 62 | 49
CCn1c(SCC(=O)Nc2ccc(S(N)(=O)=O)cc2)nnc1-c1ccccc1OC | 4 | 100 | 76 | 4 | -6 | 96 | -3 | 99 | -9
COC(=O)COc1cccc(NC(=O)c2ccc(C)cc2)c1 | -2 | 102 | 100 | 4 | 13 | 100 | 2 | 98 | -7
CCOC(=O)c1sc(N)c(C#N)c1CSc1nc2ccc(OCC)cc2[nH]1 | . | 100 | 71 | 5 | -1 | 91 | -4 | 76 | 11
O=C(CN1CCCN(S(=O)(=O)c2ccc(F)cc2)CC1)Nc1ccccc1Br | -2 | 94 | 77 | 10 | -1 | 107 | 5 | 92 | 6[fluorescence artefact?]
Cc1ccc(NS(=O)(=O)c2ccc(CCC(=O)N3CCOCC3)cc2)cc1 | -12 | 98 | 91 | 8 | -8 | 118 | -9 | 107 | -8
O=c1cc(N2CCCCC2)nc2n1CCCS2 | 7 | 105 | 87 | 4 | 6 | 94 | 1 | 102 | 2[fluorescence artefact?]
Cc1cc(C)n(-c2nncc(-c3ccccc3)n2)n1 | . | 94 | 78 | 9 | 4 | 106 | -10 | 99 | -17
CCOc1ccc(NC(=S)Nc2ccc(C)c([N+](=O)[O-])c2)cc1 | -7 | 108 | 79 | 6 | 7 | 88 | 2 | 41 | -5
O=S(=O)(c1cccc2cccnc12)n1cnc2ccccc21 | -4 | 92 | . | -6 | -10 | 106 | 27 | 95 | 29[fluorescence artefact?]
CCc1c(C)c2ccc(OCC(=O)OC)cc2oc1=O | -8 | 99 | 89 | 2 | 10 | 165 | -8 | 104 | 1
CN1CCc2c(sc3nc(SCC(=O)N4CCOCC4)nc(N)c23)C1 | . | 96 | 89 | 5 | 10 | 83 | 7 | 98 | 16
CN(C)C(=O)CSc1nnc(-c2cccnc2)n1-c1ccccc1 | 15 | 107 | 97 | -2 | -2 | 96 | -2 | 100 | 5
CC(=O)Nc1nn(C)c2nc3cc(C)ccc3cc12 | 0 | 100 | 84 | 3 | -14 | 93[fluorescence artefact?] | 13 | 86 | -7
O=C1CCCN1CC(CN1CCOCC1)Sc1nc2ccccc2c(=O)n1-c1ccccc1 (stereo not drawn) | . | 93 | 86 | 5 | 3 | 117 | -28 | 88 | -5[fluorescence artefact?]
CC1(C)CC(C(=O)Nc2nccs2)CCO1 (stereo not drawn) | 24 | 98 | 93 | 5 | 4 | 107 | -29 | 75 | -22[fluorescence artefact?]
